# MCF10A rerep = induces DNA re-replication in MCF 10a normal breast cells; AID 624296; Potency, µM (titrated, usually from 46.1 µM), for inactives: at the highest dose activity, positive = re-replication, hits mostly activators; MCF 10A DNA re-replication, Hoechst nuclear intensity, 48 h; 350,000 tested, 2.9% active; also: potency is read from the fitted curve at half-maximal effect; % of control where 0% means no effect; nearly all actives have a fitted effect of over 50% in size
# KB-3-1 cytotox = kills parental KB-3-1 adenocarcinoma cells; KB-3-1 viability, CellTiter-Glo ATP luminescence, 72 h; Potency, µM (doses to about 46.1 µM), for inactives: at the highest dose activity change, negative = cytotoxic, actives largely listed as cytotoxic; 400,000 tested, 1.4% active; AID 1347075; also: potency is read from the fitted curve at half-maximal effect; % is scaled to controls: 0 for no effect and ±100 for the full control effect; nearly all actives have a fitted effect of over 60% in size
#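 Luminescent ATP read-out (CellTiter-Glo) measures survival of drug-naive KB-3-1 cells after 72 h compound exposure at 37 °C. Titration series was screened from lowest to highest concentration, with DMSO vehicle plates as background controls.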
# ATXN2 expr inh = ATXN2 expression inhibition; HEK-293 ATXN2-luciferase reporter, luminescence, 24 h; Potency, µM (top dose mostly 57 µM), for the others: at the top dose activity change, negative = inhibition, most hits filed as inhibitors; 360,000 tested, 0.72% active; AID 1745845; also: potency is read from the fitted curve at half-maximal effect; % is scaled to controls: 0 for no effect and ±100 for the full control effect; nearly all actives have a fitted effect of over 55% in size
#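 qHTS (up to 57 uM final) was run with 24 h compound exposure of reporter cells at 37 °C. Each well was multiplexed: SteadyGlo luminescence measured ATXN2-luciferase expression after a fluorogenic Gly-Phe-AFC viability readout (25 uM final).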
# IL-1B inflam inh = inhibitors of inflammasome signaling (IL-1 beta secretion). THP-1 LPS/ATP IL-1B secretion, AlphaLISA, 16 h; hits give low values. activity change, % at 57.5 µM. 360,000 tested, 4.7% active; in the data active = activity change below about -50%; inconclusive = mostly about -30% to -49%; also: % is scaled to controls: 0 for no effect and ±100 for the full control effect
#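 THP-1 cells pretreated 1 hr with compounds (up to 57.5 uM final), then stimulated with LPS (250 ng/mL final) plus ATP (1.25 mM final); secreted IL-1B measured by AlphaLISA after 16 hr, decreased signal indicating inhibition.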
# SW480 rerep = DNA re-replication induction in SW480 cells. SW480 DNA re-replication, Hoechst DNA content imaging, 48 h. AID 624297. Potency, µM (top dose mostly 46.1 µM), inactives show at the highest dose re-replication activation, usual class: activators. 340,000 tested, 1.8% active; also: potency is read from the fitted curve at half-maximal effect; % of control where 0% means no effect; nearly all actives have a fitted effect of over 55% in size
#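 Treated cells incubate 48 hr (37 C, 5% CO2), are stained 40 min with Hoechst, and nuclear fluorescence is enumerated; a rise in nuclei with high DNA signal marks re-replication.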
# KB-V1 MDR tox = KB-V1 MDR subline cytotoxicity; KB-V1 MDR cells viability, CellTiter-Glo, 72 h; Potency, µM (top dose mostly 46.1 µM), without a hit: at the top dose activity change, negative = cytotoxicity, most hits filed as cytotoxic; 400,000 tested, 3.4% active; AID 1347076; also: potency is read from the fitted curve at half-maximal effect; % is scaled to controls: 0 for no effect and ±100 for the full control effect; nearly all actives have a fitted effect of over 60% in size
#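 Drug-selected KB-V1 cells, grown in DMEM lacking phenol red with 10% FBS, receive compound titrations; after three days at 37 degrees C, surviving cell ATP is quantified by CellTiter-Glo luminescence and responses normalized and curve-fitted.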
# HT1080-NT tox = kills 2HG-producing HT-1080-NT fibrosarcoma cells; HT-1080-NT fibrosarcoma viability, CellTiter-Glo ATP luminescence, 48 h; Potency, µM (highest dose often 46.1 µM), inactives show top-dose activity, negative = less viability, hits mostly cytotoxic; 360,000 tested, 1.6% active; AID 686970;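 also: NT is the 2HG producing partner of a matched IDH1 knockdown line; potency is read from the fitted curve at half-maximal effect; 0% = DMSO-treated cells and -100% = media-only wells without cells; nearly all actives have a fitted effect of over 55% in size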
#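 A 48-hour cytotoxicity screen used HT-1080-NT cells plated 2 hours before compound delivery. ATP-based CellTiter-Glo luminescence measured viability, normalized to DMSO and no-cell controls.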
# HT1080 IDH1KD tx = HT-1080 IDH1 knockdown cell toxicity (counter line) | HT-1080 IDH1 knockdown viability, ATP luminescence, 48 h | Potency, µM (titrated, usually from 46.1 µM), inactives show at the top dose activity, negative = toxicity, actives largely listed as cytotoxic | 360,000 tested, 2% active;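 also: potency is read from the fitted curve at half-maximal effect; 0% = DMSO wells and -100% = cell-free medium wells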
#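 Luminescent ATP read-out (CellTiter-Glo, 10 min at room temperature) after 48 h compound exposure at 37 °C gave viability of IDH1-knockdown HT-1080 cells. Activity was normalised to DMSO and cell-free wells, then fitted as concentration-response curves.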
# ATXN viability = cell viability loss in ATXN counter-screen. S2 cells (HEK-293 line with an ATXN2-luciferase reporter) viability, CellTiter-Fluor protease fluorescence, 24 h. 400,000 tested, 0.49% active. Potency, µM (titrated, usually from 56.7 µM), usual class: cytotoxic; also: potency is read from the fitted curve at half-maximal effect; nearly all actives have a fitted effect of over 40% in size
# The depositor's hits bear a star; i = inactive; ? = inconclusive; · = no result given; [ ] = another dose, or the depositor's remark. Unless noted, calls follow the shape of the dose curve; as a rule, active = well fitted curve in the direction sought with a large enough effect; inconclusive = small, poorly fitted or top-dose-only effect, or another doubt; inactive = no such curve, though single readings can be large; an effect the other way counts as inactive or inconclusive.
canonical_smiles	MCF10A rerep	KB-3-1 cytotox	ATXN2 expr inh	IL-1B inflam inh	SW480 rerep	KB-V1 MDR tox	HT1080-NT tox	HT1080 IDH1KD tx	ATXN viability
O=S(=O)(c1ccccc1)c1nc(Nc2cccc(O)c2)sc1Cl	29%	16µM*	-2%	-9	?	?	0%	-1%	i
Cc1cc(C)c(OCCN(C)C)c(Cl)c1	-6%	5%	-9%	-6	-3%	1%	23%	24%	i
O=C(COc1ccc2oc3c(c2c1)CCCC3)Nc1ccc(Cl)cc1	·	2%	-5%	·	·	0%	·	·	i
COc1ccc(C2C(C#N)=C(N)Oc3cccc(O)c32)cc1 (stereo not drawn)	?	-17%	-11%	-12	-19%	1%	3%	-6%	i
Cc1ccccc1CSCCNC(=O)CCSc1ccccc1	2%	0%	-17%	-11	3%	?	14%	15%	i
CN[C@H](C)C(=O)NC[C@H]1O[C@@H](n2cnc3c(N)ncnc32)[C@H](O)[C@@H]1O	1%	0%	0%	24	?	-2%	-3%	-2%	i
O=C(C1CC(=O)N(c2ccc3c(c2)OCCO3)C1)N1CCN(Cc2ccccc2F)CC1 (stereo not drawn)	-6%	0%	-16%	13	-8%	-9%	5%	2%	i
O=C(/C=C/c1ccc([N+](=O)[O-])cc1)NCc1ccc2c(c1)OCO2	13%	-13%	-29%	9	-33%	-30%	-1%	0%	?
CCc1ccccc1NC(=O)C(=O)c1cc(C)n(-c2ccccc2F)c1C	·	-1%	85%[activator]	·	·	3%	·	·	i
COc1ccc(CCN2CC34C=CC(O3)C(C(=O)NCc3ccccc3Cl)C4C2=O)cc1OC (stereo not drawn)	13%	-7%	-1%	-11	-2%	-9%	0%	-5%	i
CC(C)CCNc1ncnc2c1cnn2Cc1ccccc1Cl	?	?	-9%	-15	12%	-24%	-17%	-10%	i
COc1ccc2[nH]c(O)c(N=O)c2c1	-9%	3%	0%	-26	1%	0%	10%	14%	i
COc1ccccc1N1CCN(c2ncnc3sc(C(=O)NCC4CCCO4)c(C)c23)CC1 (stereo not drawn)	5%	-15%	-9%	0	2%	0%	16%	-19%	i
COc1cc([N+](=O)[O-])cc2cc(C(=O)N3CCN=C3c3ccccc3)c(=O)oc12	4%	7%	·	16	2%	0%	26%	9%	i
CCn1c(C)c(C(C)=O)c(N2CCC(C(N)=O)CC2)nc1=S	?	-3%	-9%	2	2%	-4%	0%	1%	i
CC(=O)c1c(C)n(-c2ccc(C)cc2)c2ccc(OC(=O)COc3ccccc3)cc12	·	8%	16%	·	·	?	·	·	i
Clc1nc2c(ccc3ccccc32)[nH]1	-6%	0%	·	45	-2%	1%	0%	4%	i
S=C(c1ccc(-c2ccc(Br)cc2)o1)N1CCOCC1	-17%	1%	78%[activator]	·	30%	?	-5%	2%	·
Cc1ccc(CNC(=O)COC(=O)c2cccnc2Cl)cc1	2%	0%	10%	4	3%	-1%	1%	-2%	i
CCn1c(SCC(=O)Nc2ccccc2)nc2c1c(=O)n(C)c(=O)n2C	1%	-8%	-11%	24	0%	-26%	-7%	0%	i
Cc1ccc(NC(=O)n2ccc(-c3ccc(-n4ccnc4)cc3)n2)cc1	-2%	-2%	72%[activator][11.3 µM]	-14	-14%	-13%	10%	18%	i
O=C(Oc1ccc2ccc(=O)oc2c1)c1ccc([N+](=O)[O-])cc1	-16%	0%	-5%	6	4%	?	-9%	-1%	i
COc1cccc(CNS(=O)(=O)c2ccc(S(=O)(=O)N3CCCC3)cc2)c1	-1%	5%	-7%	0	?	-23%	-1%	-4%	i
COc1ccc(N2CCN(S(=O)(=O)c3ccc(OC)c(C(=O)N4CCCC4)c3)CC2)cc1	5%	0%	-17%	7	-1%	?	9%	9%	i
COc1ccc(Cl)cc1-c1nc(N)nc(NC2CCCCC2)n1	0%	15%	0%	-3	-4%	18µM*	-1%	0%	i
Cc1sc2c(c1C)c(=O)n(Cc1ccccc1)c(=O)n2CC(=O)N(C)c1ccccc1	·	21%	4%	·	·	7%	·	·	i
Cn1nc(-c2ccc(C(=O)N3CCN(CCO)CC3)cc2)c2ccccc2c1=O	2%	-3%	5%	-8	-5%	-14%	4%	2%	i
CCC(CO)Oc1cc(NCc2cccnc2)c2ncn(C(C)C)c2c1 (stereo not drawn)	-11%	-21%	-7%	69	-9%	0%	-4%	-1%	i
Cc1ccc(S(=O)(=O)N2CCOCC2)cc1NS(=O)(=O)c1ccc(F)c(F)c1	-3%	-7%	-6%	51	3%	7%	0%[9.24 µM]	-1%	i
Cc1ccc(CNC(=O)c2ccccc2NS(C)(=O)=O)cc1	0%	-4%	-13%	0	4%	?	9%	9%	i

# Rewritten field by field: 4 of the compounds above
SMILES: O=S(=O)(c1ccccc1)c1nc(Nc2cccc(O)c2)sc1Cl
  MCF10A rerep = 29% | KB-3-1 cytotox = 16µM* | ATXN2 expr inh = -2% | IL-1B inflam inh = -9 | SW480 rerep = ? | KB-V1 MDR tox = ? | HT1080-NT tox = 0% | HT1080 IDH1KD tx = -1% | ATXN viability = i
SMILES: Cc1cc(C)c(OCCN(C)C)c(Cl)c1
  MCF10A rerep = -6% | KB-3-1 cytotox = 5% | ATXN2 expr inh = -9% | IL-1B inflam inh = -6 | SW480 rerep = -3% | KB-V1 MDR tox = 1% | HT1080-NT tox = 23% | HT1080 IDH1KD tx = 24% | ATXN viability = i
SMILES: O=C(COc1ccc2oc3c(c2c1)CCCC3)Nc1ccc(Cl)cc1
  MCF10A rerep = · | KB-3-1 cytotox = 2% | ATXN2 expr inh = -5% | IL-1B inflam inh = · | SW480 rerep = · | KB-V1 MDR tox = 0% | HT1080-NT tox = · | HT1080 IDH1KD tx = · | ATXN viability = i
SMILES: COc1ccc(C2C(C#N)=C(N)Oc3cccc(O)c32)cc1 (stereo not drawn)
  MCF10A rerep = ? | KB-3-1 cytotox = -17% | ATXN2 expr inh = -11% | IL-1B inflam inh = -12 | SW480 rerep = -19% | KB-V1 MDR tox = 1% | HT1080-NT tox = 3% | HT1080 IDH1KD tx = -6% | ATXN viability = i

# The listing continues.
# Key to letters – A = MCF10A rerep; B = KB-3-1 cytotox; C = ATXN2 expr inh; D = IL-1B inflam inh; E = SW480 rerep; F = KB-V1 MDR tox; G = HT1080-NT tox; H = HT1080 IDH1KD tx; I = ATXN viability
> Cc1ccc(CNC(=O)CSc2ncc(C(=O)Nc3ccccc3)c(=O)n2C)cc1
  A: 3%	B: -5%	C: ?	D: 24	E: -2%	F: -22%	G: 2%	H: 11%	I: ?

> Cc1nn(-c2ccccc2)c(C)c1C(=O)NCc1ccccc1F
  A: -2%	B: 1%	C: 16%	D: -4	E: -5%	F: -3%	G: 7%	H: 9%	I: i

> Cc1ccc(Cl)cc1NC(=O)CN(C)S(=O)(=O)c1ccc2c(c1)n(C)c(=O)c(=O)n2C
  A: ·	B: -3%	C: 1%	D: ·	E: ·	F: 4%	G: ·	H: ·	I: i

> COc1ccc(C(=O)Nn2c(C)nc3ccccc3c2=O)c(OC)c1
  A: -1%	B: 1%	C: ·	D: -4	E: -5%	F: 3%	G: -1%	H: 3%	I: ?

> Nn1c(SCC(=O)Nc2ccc(F)cc2F)nnc1-c1cccnc1
  A: -1%	B: 4%	C: 37%	D: 2	E: -6%	F: 3%	G: 16%	H: 7%	I: i

> CCO[C@@H]1OC(C(=O)N2CCN(Cc3ccccc3)CC2)=C[C@H](c2ccccc2)[C@H]1CCCO
  A: 3%	B: ?	C: -4%	D: -5	E: -7%	F: -4%	G: 14%	H: 2%	I: i

> Cc1ccc(N2CC(C(=O)Nc3nnc(SCCC4OCCO4)s3)CC2=O)cc1 (stereo not drawn)
  A: 2%	B: 4%	C: -6%	D: 2	E: 3%	F: ?	G: 4%	H: 0%	I: ?

> O=C(C1CCC(=O)N(C2CCCC2)C1)N1CCN(Cc2cccc(Cl)c2)CC1 (stereo not drawn)
  A: 7%	B: -1%	C: 6%	D: 9	E: 1%	F: ?	G: 2%	H: 10%	I: i

> O=S(=O)(NC1CC1)c1ccc2c3c(cccc13)CC2
  A: 17%	B: -5%	C: -15%	D: 42	E: -1%	F: ?	G: -22%	H: ?	I: i

> CCOC(=O)N1CCN(C(=O)CS(=O)(=O)c2cn(Cc3ccc(Cl)cc3)c3ccccc23)CC1
  A: 10%	B: ?	C: -11%	D: 14	E: -7%	F: 2%	G: -3%	H: -2%	I: ?

> CC(C)NC(=O)C1(C)CCCN1C(=O)c1cc(C#N)cs1 (stereo not drawn)
  A: ·	B: 0%	C: 3%	D: 22	E: ·	F: 5%	G: 24%	H: 17%	I: i

> O=C1NC[C@H](CCCCN2C[C@H](Cc3ccc(O)cc3)N(CCc3ccccc3)C(=O)C2=O)N(Cc2ccccc2)C1=O
  A: ·	B: 19%	C: 2%	D: -2	E: ·	F: 0%	G: 0%	H: 5%	I: i

> OCc1ncccc1O
  A: 0%	B: 2%	C: ·	D: -5	E: 1%	F: 0%	G: 16%	H: 2%	I: i

# Source: PubChem (National Center for Advancing Translational Sciences (NCATS))
